INS promoter inh = TRM-6 insulin promoter activity inhibition. TRM-6 cells (human fetal islet line), insulin promoter-eGFP reporter, imaging; reporter expression induced with tamoxifen. inhibition, % at 2 µM. 0.9% of 130,000 active. AID 1273;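 active = inhibition above the mean plus 3 SD, with well images judged a real hit on visual review, cut at about 60% in these data, passing the limit was not always enough; inconclusive = inhibition over the cutoff but images rejected on review; inactive = inhibition not above the cutoff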
SDO1 yeast rescue = restores growth of sdo1-depleted yeast. z-score at 10 µM. AID 817. S. cerevisiae sdo1-depleted JHY4D growth rescue, OD600 30 h; active compounds read high; pdr5 snq2 efflux-pump mutant strain. 0.21% of 140,000 active;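 active = z-score above 3 at both the 24 hr and the 30 hr optical density reads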;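 note: z-score against mean and SD of all compound wells on the same plate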
SDO1 yeast rescue Rescue 24 h = further read-out of SDO1 yeast rescue, marked with its call; z-score; S. cerevisiae sdo1-depleted JHY4D growth rescue, OD600; measured here: growth rescue at 24 h;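 0 is the plate mean of compound wells and units are plate SD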
* marks the source's active call; other numbers are inactive results; ? = inconclusive; . = not tested or not shown. A portion of the library, so the mix of outcomes need not match the whole.

SMILES	INS promoter inh	SDO1 yeast rescue	SDO1 yeast rescue Rescue 24 h
COc1cc(CC(=O)NCc2ccc3c(c2)OCO3)cc(OC)c1OC	-34	1.2	0.99
O=c1[nH]c2ccc(Cl)cc2c(O)c1Cc1ccccc1	73*	.	.
C(=C/c1nccc2c1[nH]c1ccccc12)/c1ccc2c(c1)OCO2	-226	.	.
COc1ccc(CCC(=O)Nc2nc3c(s2)CN(C)CC3)cc1OC	-14	0.62	0.16
Cc1cccc(N(C(=O)c2csnn2)C(C(=O)NC(C)(C)C)c2ccncc2)c1 (stereo not drawn)	-7	1.1	0.95
COc1ccc(CCNC(=O)CCS(=O)(=O)c2ccc3c(c2)CCN3C(C)=O)cc1OC	-75	1.1	1.2
O=C(NCCN1CCOCC1)c1csc2c1CCCCC2	.	-0.66	-0.3
CCOC(=O)c1nnc(-c2ccccc2)nc1NC	-7	-0.13	-0.41
CC(C)C1N(C(=O)CN2CCCC2)CCN1S(=O)(=O)c1ccccc1 (stereo not drawn)	.	1.4	-0.79
COc1cc(OC)cc(C(=O)NCC(=O)OCC(=O)Nc2ccc3c(c2)OCO3)c1	?	.	.
CCOC(=O)c1oc2cccc(OCC(O)CNC(C)C)c2c1C (stereo not drawn)	0	0.4	0.04
Cc1cccc(-n2cc(-c3ccccc3)c3c(N4CCOCC4)ncnc32)c1	-19	.	.
CCOc1ccc(C(=O)NC2CCN(C(=O)Nc3ccccc3OC)CC2)cc1	-32	0.46	0.17
CCCc1cc(N2CCCC(C(=O)Nc3cc(Cl)ccc3OC)C2)n2ncnc2n1 (stereo not drawn)	15	.	.
O=C(N/N=C\c1ccc(Oc2ccccc2)cc1)c1csnn1	36	.	.
Cc1ccc2occ(C(=O)c3ccco3)c(=O)c2c1	10	-2.1	-1.7
N=c1c2c(n(Cc3ccc(F)cc3)c3c1CCC3)CCC2	.	0.21	-0.63
C/C(=N\NC(=O)c1ccc(Cl)cc1)c1cccc(NC(=O)C(C)C)c1	.	2.1	2.4
CC(C)N1C(=O)CCC1C(=O)NC1CCCC1 (stereo not drawn)	.	0.59	-0.21
COC(=O)C1=C(C)N(CCc2ccc(OC)c(OC)c2)C(=O)C1	35	0.99	1.1
COc1ccc2c(Cl)c(-c3nnc(SCC(=O)c4ccccc4)n3C)sc2c1	7	-0.44	0.26
CCCCCc1ccc(-c2ccc(/C=C/C(N)=O)cc2)nc1	24	1	1.2
COc1ccc(/C=N/c2c(-c3ccco3)nc3ccccn23)cc1OC	-137	-0.07	-0.34
COc1ccc(CCNC(=O)CSc2nnc(Cn3c(=O)sc4ccccc43)n2C)cc1OC	14	0.37	0.25
Cc1ccc2cc(C3C(C#N)=C(N)Oc4c3ccc3cccnc43)c(=O)[nH]c2c1 (stereo not drawn)	-14	1.5	1.4
CSCCC(Nc1nc2ccccc2s1)C(=O)O (stereo not drawn)	27	0.66	0.99
Cc1ccc(O)c(C(=O)c2cnc3c(c2)CN(CCC(C)C)C(=O)N3)c1	-8	-0.15	0.63
Cc1ccccc1Nc1c(N)c(=O)oc2ccccc12	-14	-0.29	-0.08
Cc1cccc2c1N(CCCOc1ccccc1)C(=O)C2=O	-36	-0.43	-0.59
COc1cccc2sc(N3CCN(c4nc5ccccc5s4)CC3)nc12	.	0.58	1.3

Rewritten in markdown: entries from further up
| SMILES | INS promoter inh | SDO1 yeast rescue | SDO1 yeast rescue Rescue 24 h |
| --- | --- | --- | --- |
| COc1ccc2c(Cl)c(-c3nnc(SCC(=O)c4ccccc4)n3C)sc2c1 | 7 | -0.44 | 0.26 |
| CCCCCc1ccc(-c2ccc(/C=C/C(N)=O)cc2)nc1 | 24 | 1 | 1.2 |

Additional results follow:
SMILES	INS promoter inh	SDO1 yeast rescue	SDO1 yeast rescue Rescue 24 h
CCN(CC)c1ccc(NC(=O)c2ccccc2F)cc1S(=O)(=O)Nc1ccccc1OC	19	-0.54	-0.4
O=C(O)C1C2C=CC(O2)C1C(=O)NCCC1=CCCCC1 (stereo not drawn)	-17	1.9	2.8
O=C(Nc1ccc(-c2nc3ccccc3o2)cc1)C1CCCO1 (stereo not drawn)	31	-1.1	-1.6
CN(C)/N=C/c1c(O)ccc2ccccc12	24	-0.67	-1.4
COc1ccccc1OCCn1c(=O)sc2ccccc21	43	-0.31	-0.39
Cc1ccc(OCCNC(=O)/C=C/c2ccccc2)cc1	15	-0.38	-0.32
Cc1ccc(S(=O)(=O)N2CCN(c3nc(C)nc4sc(C)c(C)c34)CC2)cc1	11	-1.1	-1.1
COc1cccc(C(=O)NCC(=O)OCC(=O)c2ccccc2)c1	0	-0.22	-0.48
CC(C)(C)C(=O)COc1ccccc1[N+](=O)[O-]	-7	.	.
Cc1csc(NC(=O)CSc2nsc(SCC(=O)Nc3nc(C)cs3)c2C#N)n1	.	0.31	0.42
Cc1ccc(C2C(C(=O)c3ccco3)=C(O)C(=O)N2c2nnc(C)s2)cc1 (stereo not drawn)	21	-0.39	-0.9
CCC(C)(C)NC(=O)Cc1ccc(C)cc1	-47	0.66	0.51
COc1ccc(P(=O)(COc2ccc([N+](=O)[O-])cc2)c2ccc(OC)cc2)cc1	19	-0.01	-0.35
Cc1ccc(C(=O)CSc2nc(C)cc(SCc3nnc(-c4ccccc4)o3)n2)cc1	0	-0.62	0.15
Nc1cccc(S(=O)(=O)NC2=NCCC2)c1	27	1.8	2.3
COC(=O)c1c(NC(=O)CN2CCC(C)CC2)c2c(C)cccc2n1C	.	-0.24	-0.95
Cc1ccc(NC(=S)NC(NC(=O)C(C)(C)C)C(Cl)(Cl)Cl)c(C)c1 (stereo not drawn)	16	-0.44	-1
CN1/C(=C\C(=O)COC(=O)CN2C(=O)C3CC=CCC3C2=O)C(C)(C)c2ccccc21 (stereo not drawn)	18	-1.2	-1.2
Cn1nnnc1SCCNCc1ccccc1OCc1ccccc1	.	-0.21	-1.1
CC1=CCC2C(=O)N(C(C)c3ccccc3)C(=O)C2C1 (stereo not drawn)	4	0.21	0.28
CCOc1ccc(NC(=O)c2ccccc2NS(C)(=O)=O)cc1	0	-0.77	-1.6
CCOC(=O)CC(NC(=O)CCc1c(C)nc2nc(C)nn2c1C)c1ccc(OC(C)C)cc1 (stereo not drawn)	-29	.	.
O=C(CCCSc1nc2ccccc2[nH]1)N1CCN(c2ccc([N+](=O)[O-])cc2)CC1	-5	-0.76	-0.1
O=S(=O)(c1cccc(-c2cn3cccnc3n2)c1)N1CCOCC1	.	0.14	0.13
O=[N+]([O-])c1ccc(NCCCN2CCOCC2)c(Cl)c1	.	-0.97	-0.43
Cc1ccc2nc(-c3ccccc3)c(CC(=O)O)c(C(=O)O)c2c1	-75	.	.
Cc1cc(C(=O)NCCCN2CCCC2=O)cs1	-231	1.6	1.4
O=C(Nc1ccc2c(c1)OCO2)C1CCN(Cc2cnn(-c3ccccc3)c2-n2cccc2)CC1	-32	0.58	1
CCN(Cc1ccccc1)S(=O)(=O)c1ccc(C(=O)Nc2nnc(C3CC3)o2)cc1	.	-0.41	-0.05
Cc1ccc(-n2c(SCC(=O)N3CCCC3)nc3c(c2=O)SCC3)cc1	.	-0.86	-1.1

Whole records, quoted from the list. Order of values: INS promoter inh | SDO1 yeast rescue | SDO1 yeast rescue Rescue 24 h
CCN(CC)c1ccc(NC(=O)c2ccccc2F)cc1S(=O)(=O)Nc1ccccc1OC is listed with 19 | -0.54 | -0.4
Cc1ccc2nc(-c3ccccc3)c(CC(=O)O)c(C(=O)O)c2c1 is listed with -75 | . | .
O=c1[nH]c2ccc(Cl)cc2c(O)c1Cc1ccccc1 is listed with 73* | . | .

By substructure, those above with a nitro group on carbon
SMILES	INS promoter inh	SDO1 yeast rescue	SDO1 yeast rescue Rescue 24 h
CC(C)(C)C(=O)COc1ccccc1[N+](=O)[O-]	-7	.	.
COc1ccc(P(=O)(COc2ccc([N+](=O)[O-])cc2)c2ccc(OC)cc2)cc1	19	-0.01	-0.35
O=C(CCCSc1nc2ccccc2[nH]1)N1CCN(c2ccc([N+](=O)[O-])cc2)CC1	-5	-0.76	-0.1
O=[N+]([O-])c1ccc(NCCCN2CCOCC2)c(Cl)c1	.	-0.97	-0.43

Later entries:
SMILES	INS promoter inh	SDO1 yeast rescue	SDO1 yeast rescue Rescue 24 h
CC(Sc1nc(-c2ccccc2)nc2c1COC(C)(C)C2)C(=O)N1CCOCC1 (stereo not drawn)	-25	0.35	0.44
O=C(C1CC1c1ccccc1)N1CCOCC1 (stereo not drawn)	3	0.38	0.07
CCOc1ccc(CC(=O)OCN2C(=O)c3ccccc3C2=O)cc1	33	0.19	0.05
Cc1ccc(CNC(=O)C(Cc2ccccc2)NS(=O)(=O)c2ccc(Br)s2)cc1 (stereo not drawn)	-50	-1.7	0.21
O=C(Cn1cc(SCc2cccc(Cl)c2)c2ccccc21)N1CCOCC1	-16	-0.41	-0.85
CCC(=O)c1ccc(N2CCN(C(=O)Cc3ccccc3)CC2)c(F)c1	-337	-0.13	1.4
CCc1ccc(-c2nc(NC(=O)c3ccc(OCC(=O)Nc4ccc(F)cc4)c(OC)c3)sc2C)cc1	.	0.5	0.52
Cc1nc(NC(=O)COc2ccc(Cl)cc2)sc1C(=O)N(C)C	-5	-0.32	-1
O=c1c2ccccc2nc(/C=C/c2cccc([N+](=O)[O-])c2)n1CCCO	10	.	.
Cc1ccc2cc(CN(Cc3ccco3)C(=O)C3CCCCC3)c(=O)[nH]c2c1C	-29	-2	-1.8
COC(=O)Oc1ccc(/C=N/NC(=O)CN(c2ccccc2Cl)S(C)(=O)=O)cc1OC	29	1	1.4
Cc1ccc2nc(-c3ccc(SCC(=O)Nc4nc(C)cs4)nc3)[nH]c2c1	3	0.03	-0.03
O=c1c(-c2nnc(SCc3ccc(Cl)c(Cl)c3)o2)cccn1Cc1ccccc1	4	-0.97	0.24
CCN1C(=O)CC(N2CCC(Nc3ccc(F)cc3)CC2)C1=O (stereo not drawn)	-8	0.54	1.4
OC(CN1CCN(c2cccc(C(F)(F)F)c2)CC1)c1c[nH]c2ccccc12 (stereo not drawn)	31	-0.82	-0.6
COc1ccccc1-n1c(CNc2c(C)cccc2C)nnc1SCC(=O)N1CCOCC1	.	0.77	0.88
CCNc1nc(C)cc(COC)c1C#N	29	0.65	0.4
COc1cc(-c2nc(C)c(C(C)=O)n2O)ccc1OCC(=O)Nc1ccc(Cl)cc1	29	.	.
CCC1(C)Cc2c(sc3c2c(=O)n(C)c2nnc(SCc4ccc5c(c4)OCO5)n32)CO1 (stereo not drawn)	-36	-0.06	2.1
CCC(c1nnnn1C(C)(C)CC)N(CCCN1CCOCC1)Cc1cc2cccc(C)c2[nH]c1=O (stereo not drawn)	-7	1.2	1
Cc1ccc(C(=O)N/C(=C\c2ccco2)C(=O)NCC2CCCO2)cc1C (stereo not drawn)	-26	-0.4	-0.91
CS(=O)(=O)N(CC(=O)N1CCN(c2ccccc2)CC1)Cc1ccc(Cl)cc1	-50	0.14	0.3
Nc1nnc(SCCCC(=O)c2ccc(F)cc2)s1	-22	-0.19	-0.65
O=c1c2ccccc2nc(-c2cccc(Cl)c2)n1O	-20	-0.58	-1.3
CCOC(=O)C1CCN(C(=O)/C=C/c2ccc(OC)cc2)CC1	17	1.4	1.7
CN(CCNC(=O)CCCOc1cc(=O)n(C)c2ccccc12)Cc1ccccc1	13	.	.
CC1CC(C)(C)CC2(C1)NC(=O)N(CC(=O)NC1CCCc3ccccc31)C2=O (stereo not drawn)	-36	0.45	0.42
COc1ccc(C(=O)N(CCCO)Cc2cc3c(C)ccc(C)c3[nH]c2=O)cc1OC	-11	-0.21	-0.53
CCCCCCC(=O)N/N=C(\C)Cc1ccccc1	9	0.47	0.26
Cc1cc2ccccc2n1CCNC(=O)c1ccc(S(=O)(=O)N2CCCCC2)cc1	.	-0.53	-0.9
CC(NC(=O)c1sc2cc([N+](=O)[O-])ccc2c1Cl)C(C)(C)C (stereo not drawn)	.	-1.6	-1.6
COc1ccc(C(=O)CN2CCN(S(=O)(=O)c3cccc([N+](=O)[O-])c3)CC2)cc1	19	0.34	-0.65
COc1ccc(C2C(C(=O)c3sc(C)nc3C)=C(O)C(=O)N2CCCn2ccnc2)cc1OC (stereo not drawn)	19	1.5	0.37
CCOCCn1c(-c2ccc(OC)cc2)nc2ccccc21	.	-1.1	-0.35
O=C(CSc1cccc2cccnc12)NCc1ccco1	29	0.27	-0.04
CCCCCn1c(=O)[nH]c2c(c1=O)CCC2	.	0.44	-0.63
CCn1c(CN2CCCCCC2=O)nnc1SCc1cnc(-c2ccccc2)s1	.	-0.2	-0.43
C1CCN(c2c3c(nc4nnnn24)CCCC3)CC1	6	-0.39	-0.51
CCCCNC(=O)c1ccc(CNS(=O)(=O)c2ccc(Br)cc2)cc1	0	.	.
CCN1c2ccccc2-c2nc3ccccc3n2C1c1ccccn1 (stereo not drawn)	-19	-0.87	-1.1
O=C(Cc1ccccc1)NN1C(=O)C2C(C1=O)C1C=CC2C12CC2 (stereo not drawn)	-14	0.33	-0.48
COc1cc(C2C(C(=O)c3ccco3)=C(O)C(=O)N2CCc2ccccc2)ccc1O (stereo not drawn)	.	-0.47	-0.96
CS(=O)(=O)c1cnc(-c2ccccc2)nc1Oc1ccc(F)cc1	-67	-0.27	0.74
COc1cccc(/C=N/NC(=O)c2ccccc2N(Cc2ccccc2)S(=O)(=O)c2ccccc2)c1OC	29	-0.77	-0.8
Cc1nc(Nc2nc(CSc3ccc(Cl)cc3)cc(=O)[nH]2)nc2ccccc12	-27	0.32	1.4
COc1cccc(C2C3=C(N=c4s/c(=C\c5cccc(O)c5)c(=O)n42)c2ccccc2CC3)c1OC (stereo not drawn)	-46	-1.3	-0.42
